Screens as filed in PubChem.
Chronic BCR inh = blocks chronic active B-cell receptor signaling; actives 0.05% (n = 340,000); Potency, µM (series often up to 46.1 µM), for the others: at the highest dose ratio change, negative = lower green/red ratio, actives largely listed as inhibitors; ABC-DLBCL IkBa-CBG/CBR reporter, luminescence ratio, 4 h; active means well fitted inhibition curve with a large enough effect in the signal ratio, with a control signal flat, not every such curve was filed as active; inconclusive means small, poorly fitted or top-dose-only effect, or effect the other way, or a change in a side signal; the % refers to the signal ratio;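 further: potency means the concentration at half of the fitted maximal effect; plate controls were basal doxycycline-induced cells for no effect and cells given 10 µM MG132 for full effect; MG132 reads +100%, hits lower the ratio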
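Cell line TMD8 (human ABC DLBCL), stably expressing tet-inducible CBG68-IkBa fusion and CBR; IMDM/0.5% FBS; cpd up to 46 uM; dox induction, 4 h, 37C/5% CO2; dual luminescence; green/red ratio; MG132 control.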
TCR act = activators of T cell receptors; primary human leukocytes, anti-CD3, IL-2 HTRF, 48 h; AID 504894; Potency, µM (titrated, usually from 9.22 µM), for the others: at the top dose activation of IL-2 secretion, usual class: activators; 330,000 tested, under 10 active; further: % of control where 0% means no effect
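Primary human leukocytes incubated 48 hr with anti-CD3 beads plus compound, without co-stimulation. Secreted IL-2 measured by HTRF (europium cryptate/d2 anti-IL-2 pair, 320 nm excitation, 665 nm emission).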
Tb PFK block = blocks T. brucei phosphofructokinase; O15648; AID 485367; T. brucei PFK, ADP-Glo luminescence; actives 0.17% (n = 330,000); Potency, µM (titrated, usually from 57.5 µM), for inactives: top-dose activity, negative = inhibition, hits mostly inhibitors;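 further: potency means the concentration at half of the fitted maximal effect; 0% = uninhibited 1x PFK enzyme wells and -100% = no-enzyme wells; nearly all actives have a fitted effect of over 60% in size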
Target sequence (O15648 whole entry, looked up): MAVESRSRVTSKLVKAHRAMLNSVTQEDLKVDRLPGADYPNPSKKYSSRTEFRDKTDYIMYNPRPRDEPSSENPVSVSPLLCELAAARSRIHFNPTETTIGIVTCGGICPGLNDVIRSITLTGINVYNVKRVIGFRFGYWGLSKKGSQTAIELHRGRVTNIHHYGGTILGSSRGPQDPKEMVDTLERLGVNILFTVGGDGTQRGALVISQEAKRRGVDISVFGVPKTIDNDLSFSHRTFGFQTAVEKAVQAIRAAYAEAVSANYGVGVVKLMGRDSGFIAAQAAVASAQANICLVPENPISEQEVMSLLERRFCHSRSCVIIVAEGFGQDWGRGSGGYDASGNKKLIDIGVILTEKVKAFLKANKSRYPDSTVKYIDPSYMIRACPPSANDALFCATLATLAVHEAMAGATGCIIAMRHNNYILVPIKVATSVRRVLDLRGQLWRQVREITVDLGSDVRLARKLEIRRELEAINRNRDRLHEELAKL
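Activity is normalized to no-enzyme wells (full inhibition) and 1.25 nM enzyme wells (no inhibition). Reaction: 0.5 mM F6P, 0.1 mM ATP, 45 min RT, ADP-Glo luminescence; concentration-response curves fitted and classed by quality.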
a7 integrin act = integrin-mediated muscular dystrophy alleviation activation; alpha7betagal myoblasts, beta-gal FDG fluorescence, 48 h; Potency, µM (titrated, usually from 38.3 µM), without a hit: at the highest dose activation, usual class: activators; actives 0.064% (n = 350,000);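 further: potency means the concentration at half of the fitted maximal effect; 100% = response of the positive control SU9516; nearly all actives have a fitted effect of over 60% in size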
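alpha7betagal+/- myoblasts (passage 13, 250/well) treated 48 h at 37C with compounds at 1:260 dilution of DMSO stock. Lysed, then beta-galactosidase activity read as FDG fluorescence (ex 480/em 540) after 30 min, with pre-read for autofluorescence.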
TSG101-PTAP inh = blocks PTAP/TSG101 interaction to inhibit HIV-1 budding; Q99816; Fluorescence polarization, FITC-PTAP peptide / Tsg101 binding; Potency, µM (top dose mostly 115 µM), for the others: at the highest dose activity change, negative = inhibition, most hits filed as inhibitors; 340,000 tested, under 10 active; active means well fitted inhibition curve with a large enough effect in the main read-out, with a control signal flat, not every such curve was filed as active; inconclusive means small, poorly fitted or top-dose-only effect, or effect the other way, or a change in a side signal; inactive means no such curve, though single readings can be large or run the other way; further: potency means the concentration at half of the fitted maximal effect; % of control where 0% means no effect
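Fluorescence polarization binding of Tsg101 binding domain (10 uM final) to FITC-labeled PTAP peptide (50 nM final) in HEPES pH 7.5 buffer with NaCl, Tween 20, EDTA, TCEP. Compounds added before peptide; binding 20 min at RT.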
Eya2 phos inh = Eya2 (human) phosphatase inhibition; actives 0.006% (n = 330,000); O00167; recombinant Eya2, OMFP fluorescence dephosphorylation (OMFP is methylfluorescein phosphate); Potency, µM (series often up to 76.9 µM), for the others: at the top dose activity, negative = inhibition, usual class: inhibitors; further: potency means the concentration at half of the fitted maximal effect; on the % scale 0 is the no-effect control and ±100 the full control effect
Target sequence (O00167 whole entry, looked up): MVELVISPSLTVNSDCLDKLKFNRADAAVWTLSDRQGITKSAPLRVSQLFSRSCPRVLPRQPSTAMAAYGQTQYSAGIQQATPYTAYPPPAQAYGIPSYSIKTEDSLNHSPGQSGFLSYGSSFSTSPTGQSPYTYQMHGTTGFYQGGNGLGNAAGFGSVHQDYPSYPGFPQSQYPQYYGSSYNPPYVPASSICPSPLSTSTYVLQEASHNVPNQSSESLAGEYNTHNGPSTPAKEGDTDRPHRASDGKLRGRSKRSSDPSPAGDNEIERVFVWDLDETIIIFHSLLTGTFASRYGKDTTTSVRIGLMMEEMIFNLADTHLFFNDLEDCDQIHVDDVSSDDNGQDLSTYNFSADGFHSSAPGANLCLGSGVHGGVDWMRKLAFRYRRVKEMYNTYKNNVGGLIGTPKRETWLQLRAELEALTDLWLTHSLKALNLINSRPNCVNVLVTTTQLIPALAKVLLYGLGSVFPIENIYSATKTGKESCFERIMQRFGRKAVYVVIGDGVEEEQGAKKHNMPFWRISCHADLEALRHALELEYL
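Eya2 protein (added as 0.2 uM solution) was preincubated with compound for 10 min at ambient temperature in 50 mM HEPES pH 7.5, 50 mM NaCl, 5 uM MgCl2, 0.05% BSA, 1 mM DTT. OMFP (added at 50 uM) then reacted 10 min; fluorescence read at 485/525 nm.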
AT treatment = potential ataxia-telangiectasia treatment; […] A-T fibroblasts, KAP-1 phosphorylation AlphaLISA; neocarzinostatin DNA damage 30 min before lysis; Potency, µM (top dose mostly 57.5 µM), for inactives: top-dose activation, most hits filed as activators; actives 0.19% (n = 320,000); AID 485349; further: potency means the concentration at half of the fitted maximal effect; % of control where 0% means no effect; nearly all actives have a fitted effect of over 45% in size
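ATM-like activity read as KAP-1 phosphorylation via AlphaLISA donor/acceptor antibody pairs after lysis and 6 hr at 25C. Cells were ATM-null patient fibroblasts ([…], hTERT), dosed 60 min, then exposed to the DSB inducer NCS for 30 min.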
ASM inhibitor = human S-ASM enzyme inhibition; P17405; placental ASM, HMU-PC fluorogenic substrate, 60 min; Potency, µM (highest dose often 57.5 µM), for inactives: at the top dose activity change, negative = inhibition, most hits filed as inhibitors; actives 0.006% (n = 340,000); further: potency means the concentration at half of the fitted maximal effect
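Human placenta-derived ASM preincubated with compound 10 min at room temperature, then reacted with 9 uM (final) fluorogenic HMU-PC substrate for 60 min at 37 C. Stop solution raises pH to 10; fluorescence read at Ex 386/Em 447 nm.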
TSHR antag = human thyrotropin receptor antagonism | P16473 | TSHR-expressing cells, TSH-stimulated cAMP HTRF, 2 h; hits give low values | activity change, negative = inhibition, % at 11.5 µM | actives 0.2% (n = 330,000) | AID 504810;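 active means activity change below a set negative limit, meaning inhibition stronger than a set level, cut at about -70% in these data; inconclusive means activity change between two set negative limits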; further: on the % scale 0 is the no-effect control and ±100 the full control effect
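Freshly harvested TSHR cells receive pin-tooled compound, then EC80 TSH at 4nM final. After 2 hours at 37 deg C, antibody in lysis buffer and cAMP-d2 are added; 30 minutes at ambient temperature precede the HTRF read.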
Mito fusion act = mitochondrial division inhibition or fusion activation; S. cerevisiae fusion-defective mutant growth rescue, CellTiterGlo 48 h; Potency, µM (top dose mostly 46.1 µM), for the others: at the top dose growth rescue (activation), hits mostly activators; actives 0.23% (n = 320,000); AID 485298;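 further: potency means the concentration at half of the fitted maximal effect; % of control where 0% means no effect; nearly all actives have a fitted effect of over 45% in size; temperature-sensitive fusion mutants such as fzo1-1 at 37 °C on non-fermentable ethanol glycerol medium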
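Read-out: ATP-based luminescence (CellTiterGlo, 10 min ambient) reporting growth of fusion-defective ts yeast after 48 hours at 37C on glycerol/ethanol YPEG medium in the presence of compound.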
ELG1 DNA repair = inhibitors of ELG1-dependent DNA repair in HEK293T cells | HEK293T ELG1-luciferase reporter, luminescence, 16 h; DNA damage induced by 5-fluorouridine | Potency, µM (highest dose often 46.1 µM), without a hit: at the top dose activity change, negative = inhibition, actives largely listed as inhibitors | actives 2.3% (n = 330,000); further: potency means the concentration at half of the fitted maximal effect; on the % scale 0 is the no-effect control and ±100 the full control effect; nearly all actives have a fitted effect of over 55% in size
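Luminescence from the luciferase reporter, measured 30 min after ONE-Glo reagent at room temperature, was the read-out. Beforehand, 2,000 cells per well were exposed for 16 hr at 37 °C to 5-fluorouridine together with compound or vehicle.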
* marks the source's active call; other numbers are inactive results; ? = inconclusive; · = not tested or not shown; [ ] = dose if it differs, or a comment. Unless noted, the call rests on the fitted dose curve; in most records, active means well fitted curve in the direction sought with a large enough effect; inconclusive means small, poorly fitted or top-dose-only effect, or another doubt; inactive means no such curve, though single readings can be large; an effect the other way counts as inactive or inconclusive. Hits appear at their usual frequency (roughly 3.2% active in at least one column).

SMILES	Chronic BCR inh	TCR act	Tb PFK block	a7 integrin act	TSG101-PTAP inh	Eya2 phos inh	AT treatment	ASM inhibitor	TSHR antag	Mito fusion act	ELG1 DNA repair
CC(C)Oc1ccc(CNCCC2(C(C)C)CCOC(C)(C)C2)cc1 (stereo not given)	3%	0%	-5%	-67%[inhibitor]	-5%	-4%	-6%	4%	-6	5%	-11%
CC1CCCC(C)N1C(=O)COC(=O)C(Cc1ccccc1)NC(=O)c1cccs1 (stereo not given)	3%	-8%[46.1 µM]	1%	-13%	-1%	-11%	5%	0%	-6	-3%	10%
CCN(CC)c1ccc(CN(C(=O)c2cc(OC)c(OC)c(OC)c2)C2CCS(=O)(=O)C2)cc1 (stereo not given)	?	0%	-2%	-14%	1%	-14%	-4%	-4%	19	2%	-1%
CC1(C)Cc2nc3nc(SCC(=O)Nc4ccccc4)nc(N)c3cc2CO1	0%	0%	-1%	0%	0%	-4%	-1%	3%	-1	-3%	-11%
COc1ccccc1CC(=O)N1CCCC(CCC(=O)NCc2ccccc2F)C1 (stereo not given)	1%	-6%	2%	-5%	-7%	9%	-4%	2%	-7	-1%	-11%
COc1cc(NC(=O)C2CC(c3cccc(OC)c3OC)=NO2)cc(OC)c1OC (stereo not given)	-21%	4%	1%	-30%	0%	-18%	14%	-2%	-8	-2%	12µM*
O=C(NCC1CCCN(C(=O)c2cscn2)C1)c1ccccc1Cl (stereo not given)	2%	7%	11%	21%	-3%	8%	1%	3%	-1	-10%	?
Cc1cc(C)nc(SCCC(=O)Nc2cccc3ccccc23)n1	?	-8%	-2%	32%	5%	4%	10%	3%	-4	1%	-17%
O=C1CCN(S(=O)(=O)c2ccc(Br)cc2)CCN1	2%	-16%	-8%	-21%	1%	2%	8%	0%	11	12%	14%
Clc1ccc(-c2nnc(CSc3nnc(-c4cccs4)o3)o2)cc1	8%	-4%	0%	23%	0%	11%	2%	-4%	0	3%	?
CCC(=O)N1CCN(c2nc3ccccc3s2)CC1	?	6%	-3%	11%	-7%	10%	-3%	7%	-2	5%	?
CCN(CC)C(=O)Cn1cc(S(=O)(=O)Cc2cccc([N+](=O)[O-])c2)c2ccccc21	12%	3%	3%	10%	-7%	-20%	13%	0%	-2	7%	19%
COC(=O)c1ccc(C(=O)OC)c(NC(=O)C2CCCO2)c1 (stereo not given)	6%	6%	-7%	-39%	-4%	-2%	-3%	19%	-5	-6%	11%
CC1(C)CC(=O)C(C=Nc2ccccc2Sc2ccccc2)=C(O)C1	?	-1%	-5%	12%	-2%	20%	-1%	8%	-6	0%	7%
Cc1cccc(Cl)c1NC(=O)N1CCCN(c2nc3ccc(Cl)cc3s2)CC1	?	1%	3%	-21%	0%	-5%	2%	-3%	-19	16%	7%
CCN1CCN(C(=S)Nc2cc(C(=O)OC)ccc2C(=O)OC)CC1	-7%	8%	2%	23%	-5%	1%	-2%	40%[activator]	11	1%	21%
CCOc1ccc(S(=O)(=O)NCc2ccc(Cl)cc2)c2cccnc12	0%	0%	-5%	-26%	-4%	-8%	1%	-3%	2	0%	-16%
CC(=O)Nc1sc(NC(=O)c2ccc([N+](=O)[O-])cc2)nc1-c1cccs1	?	-1%	-14%	12%	-9%	15%	2%	1%	-1	-3%	?
CC1CC(C)CN(CCCNC(=O)c2ccc(N3CCCC3=O)cc2)C1 (stereo not given)	-2%	-4%	-4%	5%	0%	5%	-2%	-1%	6	-1%	0%
Cc1c(C)c2c(OCC(=O)N[C@@H](CC(C)C)C(=O)O)cc3c(c2oc1=O)CCC(C)(C)O3	?	2%	-7%	29%	2%	?	3%	49%[activator]	-9	-2%	-6%
N#CC(Cc1ccccc1)(Cc1ccccc1)C(=O)NN	4%	-4%	1%	0%	1%	3%	3%	3%	-16	1%	-15%
COCC(COS(N)(=O)=O)Cc1ccccc1 (stereo not given)	-1%	-2%	0%	12%	-4%	-10%	15%	5%	0	1%	-8%
COc1ccc2c3c(c(=O)oc2c1)C1O[C@](c2ccsc2)(Cc2cc(C#N)ccc21)O3	28%[9.22 µM]	·	1%[11.5 µM]	·	·	0%[15.4 µM]	-4%[11.5 µM]	·	·	1%[9.22 µM]	·
Cc1ccc(N(CC(O)Cn2c3ccccc3c3ccccc32)S(C)(=O)=O)c(C)c1 (stereo not given)	?	2%	-2%	-65%[inhibitor]	-6%	-16%	8%	-26%	-1	-11%	-8%
CN(C)c1ccc(C2/C(=C(/O)c3ccccc3)C(=O)C(=O)N2CCCC(=O)O)cc1 (stereo not given)	4%	9%	-2%	-23%	-7%	-8%	-3%	1%	-6	1%	13%
C/C(=N/NS(=O)(=O)c1ccc(Cl)cc1)c1ccncc1	?	-5%	-8%	0%	0%	-6%	-9%	0%	27	-2%	3%
O=C(CN1CCOCC1)NCCc1ccccc1	6%	2%	0%	9%	-1%	2%	5%	3%	11	-2%	7%
CN1C(=S)SC(C)(NO)C1(C)C (stereo not given)	?	-2%	-11%	0%	3%	-2%	-18%	0%	2	-6%	?
CC1(C(=O)O)CCC(C(=O)Nc2ccccc2)C1(C)C (stereo not given)	6%	-24%	7%	7%	-1%	7%	1%	-4%	3	9%	18%
CCn1cnc2sc(C(=O)Nc3ccccc3OC)c(C)c2c1=O	-2%	3%	1%	20%	-5%	8%	12%	1%	-3	5%	9%

Record cards, from the list above. Order of values: Chronic BCR inh | TCR act | Tb PFK block | a7 integrin act | TSG101-PTAP inh | Eya2 phos inh | AT treatment | ASM inhibitor | TSHR antag | Mito fusion act | ELG1 DNA repair
O=C(NCC1CCCN(C(=O)c2cscn2)C1)c1ccccc1Cl (stereo not given) is entered as 2% | 7% | 11% | 21% | -3% | 8% | 1% | 3% | -1 | -10% | ?
CN(C)c1ccc(C2/C(=C(/O)c3ccccc3)C(=O)C(=O)N2CCCC(=O)O)cc1 (stereo not given) is entered as 4% | 9% | -2% | -23% | -7% | -8% | -3% | 1% | -6 | 1% | 13%

Remaining list, next part.
SMILES	Chronic BCR inh	TCR act	Tb PFK block	a7 integrin act	TSG101-PTAP inh	Eya2 phos inh	AT treatment	ASM inhibitor	TSHR antag	Mito fusion act	ELG1 DNA repair
Clc1ccc(-n2ncc3c(N4CCCCCC4)ncnc32)cc1	?	0%	0%	17%	2%	?	6%	-10%	15	-2%	?
COc1ccc(OC)c(NC(=O)Cn2c(=O)oc3ccccc32)c1	?	0%	-1%	9%	-3%	1%	8%	1%	2	1%	0%
C/C(=N\NC(=O)C1CC1)c1ccccc1O	2%	6%	1%	30%	0%	-5%	-3%	5%	3	2%	?
COCCCNC(=O)C[C@H]1C[C@H](C(=O)N2CCOCC2)[C@@]2(CCC3CCCC3)c3[nH]c4cc(-c5ccco5)ccc4c3CCN2C1=O	0%	-5%[46.1 µM]	-14%	-2%	1%	-3%	10%	-2%	33	·	?
Cc1noc(C)c1C(=O)N1CCOCC1	?	-3%	4%	-1%	0%	-33%	7%	9%	5	-2%	9%
O=C(Nc1nc2c(F)cc(F)cc2s1)C1CC1	7%	4%	1%	28%	-4%	-6%	-3%	-1%	-4	4%	?
COCCn1c(SCC(=O)NC2CCCCC2)nc2c(c1=O)SCC2	2%	-1%	1%	8%	0%	-16%	-2%	5%	18	3%	-3%
COc1ccc(Cl)cc1Nc1nc(N2CCCC2)nc(N2CCCC2)n1	-1%	·	-7%	·	·	10%	-3%	·	1	-2%	1%
O=C(C1CC(c2ccc(F)cc2)=NO1)N1CCc2ccccc2C1 (stereo not given)	7%	9%	0%	4%	-14%	16%	1%	1%	8	1%	?
CCCC(=O)Nc1cc(C)c(NC(=O)c2ccncc2)cn1	-1%	3%	1%	19%	-5%	13%	-2%	8%	-3	-3%	0%
C[C@H]1CCC(=O)N([C@H](CC#N)Cc2ccccc2)CC1	-8%	10%	3%	-3%	-2%	-1%	-5%	7%	1	4%	0%
